NSD2 inh – inhibitors of human NSD2 methyltransferase; O96028; 44,000 tested, 0.07% active; NSD2-SET H3K36me1 DELFIA fluorescence, biochemical; inhibition, % at 12.5 µM; AID 624260; in the data active = inhibition above about 54%, passing the limit was not always enough; inconclusive = no clear call, values can overlap the other calls;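 also: inhibitors reduce the monomethyl H3K36 fluorescence signal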
Target sequence (O96028 whole entry, looked up): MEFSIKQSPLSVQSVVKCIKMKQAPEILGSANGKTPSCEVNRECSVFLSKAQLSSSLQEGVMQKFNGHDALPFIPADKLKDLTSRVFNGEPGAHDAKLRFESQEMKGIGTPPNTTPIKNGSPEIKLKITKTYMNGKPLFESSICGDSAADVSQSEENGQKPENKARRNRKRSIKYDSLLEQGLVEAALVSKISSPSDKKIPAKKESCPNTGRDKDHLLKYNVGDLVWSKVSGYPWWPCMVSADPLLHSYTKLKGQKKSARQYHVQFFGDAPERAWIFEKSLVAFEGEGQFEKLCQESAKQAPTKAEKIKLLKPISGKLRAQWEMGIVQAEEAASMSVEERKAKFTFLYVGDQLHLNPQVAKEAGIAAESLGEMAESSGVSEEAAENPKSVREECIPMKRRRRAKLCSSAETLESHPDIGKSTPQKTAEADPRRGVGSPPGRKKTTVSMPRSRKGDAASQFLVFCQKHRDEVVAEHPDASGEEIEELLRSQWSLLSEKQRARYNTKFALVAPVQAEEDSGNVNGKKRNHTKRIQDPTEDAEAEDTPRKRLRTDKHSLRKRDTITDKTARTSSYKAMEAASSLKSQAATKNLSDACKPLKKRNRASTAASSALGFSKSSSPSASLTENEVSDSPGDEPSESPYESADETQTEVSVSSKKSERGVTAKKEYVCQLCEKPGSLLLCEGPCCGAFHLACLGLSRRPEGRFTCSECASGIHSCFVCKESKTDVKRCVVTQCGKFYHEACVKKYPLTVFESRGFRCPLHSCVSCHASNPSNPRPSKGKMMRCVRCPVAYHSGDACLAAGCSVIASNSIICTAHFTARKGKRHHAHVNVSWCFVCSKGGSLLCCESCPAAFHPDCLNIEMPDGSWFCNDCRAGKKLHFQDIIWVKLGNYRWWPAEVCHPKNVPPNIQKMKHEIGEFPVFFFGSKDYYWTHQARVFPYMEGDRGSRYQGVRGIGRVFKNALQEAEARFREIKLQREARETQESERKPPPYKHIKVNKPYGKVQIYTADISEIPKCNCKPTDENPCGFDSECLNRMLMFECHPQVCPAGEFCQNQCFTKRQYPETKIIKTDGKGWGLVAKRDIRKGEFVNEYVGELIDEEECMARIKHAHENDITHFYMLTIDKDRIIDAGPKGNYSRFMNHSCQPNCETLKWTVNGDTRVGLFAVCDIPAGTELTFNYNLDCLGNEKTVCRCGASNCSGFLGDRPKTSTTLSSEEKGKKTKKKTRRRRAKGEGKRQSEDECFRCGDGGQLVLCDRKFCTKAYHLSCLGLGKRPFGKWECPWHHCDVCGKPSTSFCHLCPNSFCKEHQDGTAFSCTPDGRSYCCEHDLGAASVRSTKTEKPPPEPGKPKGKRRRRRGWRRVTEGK
Active calls of the source: *; ? = inconclusive; & = joins results of further samples.

SMILES	NSD2 inh
C[C@@H]1CN([C@H](C)CO)C(=O)c2cc(NC(=O)Nc3ccc(C(F)(F)F)cc3)ccc2O[C@H]1CN(C)S(=O)(=O)c1ccc(Cl)cc1	-8
C[C@H]1CN([C@@H](C)CO)C(=O)c2cccc(N(C)C)c2O[C@@H]1CN(C)C(=O)Nc1ccccc1	3
C[C@H]1CN([C@@H](C)CO)C(=O)c2cc(NC(=O)NC3CCCCC3)ccc2O[C@H]1CN(C)S(=O)(=O)c1ccccc1	-2
C[C@H]1CN([C@@H](C)CO)C(=O)c2cc(NC(=O)Nc3ccc4c(c3)OCO4)ccc2O[C@H]1CN(C)Cc1ccccc1	-6
C[C@@H]1CN([C@H](C)CO)C(=O)c2ccccc2-c2ccccc2CO[C@@H]1CN(C)C(=O)c1ccccc1	1
C[C@@H]1CN([C@@H](C)CO)S(=O)(=O)c2ccc(-c3ccccc3)cc2O[C@H]1CN(C)C(=O)Nc1ccccc1F	2
Cc1ccc(S(=O)(=O)N(C)C[C@H]2Oc3ccc(NS(=O)(=O)c4cn(C)cn4)cc3C(=O)N([C@@H](C)CO)C[C@H]2C)cc1	5
CC(CC(N)=O)OC(=O)c1cc(Cl)cc(O)c1O (stereo unspecified)	9
C[C@H]1CN([C@@H](C)CO)C(=O)c2cccc(NS(=O)(=O)c3cccs3)c2O[C@H]1CN(C)Cc1ccc2c(c1)OCO2	-2
C=C[C@](C)(CC[C@@]1(C)[C@H](C)C[C@H](O[C@@H]2O[C@@H](C)[C@H](O[C@@H]3O[C@H](COC(C)=O)[C@@H](O)[C@H](O)[C@H]3O)[C@@H](O)[C@H]2O)[C@@]2(C)C(C)=CCC[C@H]12)O[C@@H]1O[C@H](C)[C@H](O[C@@H]2O[C@@H](C)[C@H](O)[C@@H](O)[C@H]2O)[C@H](O)[C@H]1O	-4
O=C(O)/C=C/C=C/c1ccccc1	5
C[C@H](CO)N1C[C@H](C)[C@H](CN(C)Cc2ccc3c(c2)OCO3)OCCCC[C@H](C)Oc2ccc(NC(=O)C3CCCCC3)cc2C1=O	-2
COc1ccc(NC(=O)Nc2ccc3c(c2)C(=O)N([C@H](C)CO)C[C@@H](C)[C@H](CN(C)C(=O)Nc2ccccc2)O3)cc1	1
CCCN(C)C[C@H]1Oc2cc(-c3cccnc3)ccc2S(=O)(=O)N([C@@H](C)CO)C[C@H]1C	-5
CN(C)C(=O)C[C@@H]1C[C@H]2c3cc(NC(=O)c4ccc5c(c4)OCO5)ccc3O[C@H]2[C@H](CO)O1	-2
COc1ccccc1-c1cnc2c(c1)C(=O)N([C@H](C)CO)C[C@H](C)[C@@H](CN(C)CC1CCCC1)O2	7
CCCN(C)C[C@H]1Oc2cc(C#Cc3ccccc3F)ccc2S(=O)(=O)N([C@@H](C)CO)C[C@H]1C	-7
CC(=O)N(C)C[C@H]1Oc2cc(C#CC3(O)CCCC3)ccc2S(=O)(=O)N([C@@H](C)CO)C[C@H]1C	-12
C[C@@H]1CN([C@@H](C)CO)C(=O)c2cc(C3=CCCCC3)cnc2O[C@@H]1CN(C)Cc1cccnc1	1
C[C@@H]1CN([C@H](C)CO)C(=O)c2cc(NC(=O)Nc3ccc(F)cc3)ccc2O[C@H]1CN(C)C(=O)Nc1cccc2ccccc12	-6
C[C@@H]1CN([C@@H](C)CO)C(=O)c2cc(NC(=O)CCN3CCOCC3)ccc2O[C@@H]1CN(C)C(=O)Nc1ccccc1	3
C[C@@H]1CN([C@H](C)CO)C(=O)c2cc(-c3cccc(F)c3)cnc2O[C@H]1CN(C)S(C)(=O)=O	-3
C[C@@H]1CN([C@@H](C)CO)C(=O)c2cc(NC(=O)CCCN(C)C)ccc2O[C@@H](C)CCCCO[C@@H]1CN(C)Cc1ccc2c(c1)OCO2	1
C[C@H](CO)N1C[C@H](C)[C@@H](CN(C)Cc2ccc(C(=O)Nc3ccccc3N)cc2)Oc2ccc(NC(=O)C3CC3)cc2C1=O	0
Cc1noc(C)c1NC(=O)N(C)C[C@@H]1Oc2ccc(NC(=O)Nc3ccccc3)cc2C(=O)N([C@@H](C)CO)C[C@H]1C	3

Ordered by molecular weight (largest number first): part of the list above
SMILES	NSD2 inh
C[C@@H]1CN([C@@H](C)CO)C(=O)c2cc(NC(=O)CCCN(C)C)ccc2O[C@@H](C)CCCCO[C@@H]1CN(C)Cc1ccc2c(c1)OCO2	1
C[C@H](CO)N1C[C@H](C)[C@@H](CN(C)Cc2ccc(C(=O)Nc3ccccc3N)cc2)Oc2ccc(NC(=O)C3CC3)cc2C1=O	0
C[C@@H]1CN([C@H](C)CO)C(=O)c2ccccc2-c2ccccc2CO[C@@H]1CN(C)C(=O)c1ccccc1	1
C[C@@H]1CN([C@H](C)CO)C(=O)c2cc(-c3cccc(F)c3)cnc2O[C@H]1CN(C)S(C)(=O)=O	-3
C[C@@H]1CN([C@@H](C)CO)C(=O)c2cc(C3=CCCCC3)cnc2O[C@@H]1CN(C)Cc1cccnc1	1

The listing continues:
SMILES	NSD2 inh
Cc1ccc(S(=O)(=O)N(C)C[C@@H]2Oc3ccc(NC(=O)Nc4ccc5c(c4)OCO5)cc3CC(=O)N([C@H](C)CO)C[C@@H]2C)cc1	-37
COc1ccc(-c2ccc3c(c2)O[C@H](CN(C)C(=O)c2ccccc2F)[C@H](C)CN([C@@H](C)CO)S3(=O)=O)cc1	-4
CCCNC(=O)N(C)C[C@H]1Oc2cc(C3=CCCC3)ccc2S(=O)(=O)N([C@H](C)CO)C[C@H]1C	0
CC(C)CC#Cc1cnc2c(c1)C(=O)N([C@H](C)CO)C[C@H](C)[C@H](CN(C)C(=O)CCN1CCCCC1)O2	5
Cc1noc(C)c1S(=O)(=O)Nc1ccc2c(c1)C(=O)N([C@@H](C)CO)C[C@H](C)[C@@H](CN(C)Cc1ccc(Oc3ccccc3)cc1)O2	-4
COc1cccc(S(=O)(=O)Nc2ccc3c(c2)[C@H]2C[C@H](CC(=O)N4CCCCC4)O[C@H](CO)[C@H]2O3)c1	-4
COc1ccccc1NC(=O)N[C@H]1CC[C@H](CC(=O)NCc2ccc(Cl)c(Cl)c2)O[C@@H]1CO	4
C[C@@H]1CN([C@H](C)CO)C(=O)c2cccc(NC(=O)c3ccncc3)c2O[C@H]1CN(C)CC1CC1	0
C[C@H](CO)N1C[C@H](C)[C@H](CN(C)S(=O)(=O)c2ccc(Cl)cc2)Oc2c(NC(=O)Nc3ccc(C(F)(F)F)cc3)cccc2C1=O	4
COc1cc(/C=N/NC(=O)c2cccc(C(=O)NO)c2)c(Br)cc1O	1
C[C@@H]1CN([C@@H](C)CO)C(=O)Cc2cc(NS(=O)(=O)c3ccccc3)ccc2O[C@H]1CN(C)Cc1ccc(Oc2ccccc2)cc1	0
CCCN(C)C[C@@H]1Oc2cc(-c3cccc(C#N)c3)ccc2S(=O)(=O)N([C@H](C)CO)C[C@@H]1C	0
CNC[C@@H]1Oc2ccc(NC(=O)Cn3cnnn3)cc2C(=O)N([C@H](C)CO)C[C@H]1C	1
Cc1noc(C)c1NC(=O)N(C)C[C@H]1Oc2cc(C#CCC(C)C)ccc2S(=O)(=O)N([C@@H](C)CO)C[C@H]1C	5
CCCC(O)C#Cc1cnc2c(c1)C(=O)N([C@H](C)CO)C[C@H](C)[C@H](CN(C)C(=O)NC(C)C)O2 (stereo partly specified)	4
C[C@@H]1CCCCO[C@@H](CN(C)CC2CCCCC2)[C@H](C)CN([C@H](C)CO)C(=O)c2cc(NC(=O)Nc3ccccc3)ccc2O1	7
C[C@H]1CN([C@@H](C)CO)C(=O)Cc2cc(NC(=O)CCN3CCOCC3)ccc2O[C@H]1CN(C)C(=O)Nc1ccc2c(c1)OCO2	1
CC/C=C\C/C=C\C/C=C\CCCCCCCCCC(=O)O	-3
C[C@@H]1CCCCO[C@@H](CN(C)Cc2ccc(Cl)c(Cl)c2)[C@@H](C)CN([C@@H](C)CO)C(=O)c2cc(NS(C)(=O)=O)ccc2O1	4
Cc1noc(C)c1NC(=O)Nc1ccc2c(c1)C(=O)N([C@@H](C)CO)C[C@H](C)[C@H](CN(C)C(=O)Nc1ccc(F)cc1)O2	0
COc1cccc(-c2cnc3c(c2)C(=O)N([C@H](C)CO)C[C@H](C)[C@H](CN(C)S(C)(=O)=O)O3)c1	-1
C[C@@H]1CN([C@@H](C)CO)C(=O)c2cc(NS(=O)(=O)c3cn(C)cn3)ccc2O[C@H]1CN(C)Cc1ccc(C(F)(F)F)cc1	2
C[C@@H]1CN([C@@H](C)CO)C(=O)c2cccc(NC(=O)C3CCCCC3)c2O[C@@H]1CN(C)C(=O)NC1CCCCC1	-3
CNC[C@@H]1Oc2ccc(NC(=O)Nc3c(C)noc3C)cc2CC(=O)N([C@H](C)CO)C[C@@H]1C	14
COc1c(C(=O)O)ccc2c1CCC(C)(C)O2	5

(more compounds)
SMILES	NSD2 inh
COc1ccc(NC(=O)N(C)C[C@H]2OCCCC[C@H](C)Oc3ccc(NS(=O)(=O)c4c(C)noc4C)cc3C(=O)N([C@@H](C)CO)C[C@H]2C)cc1	3
C[C@H](CO)N1C[C@H](C)[C@H](CN(C)Cc2ccc3c(c2)OCO3)Oc2c(NS(C)(=O)=O)cccc2C1=O	-1
C[C@H](CO)N1C[C@H](C)[C@H](CN(C)S(=O)(=O)c2cn(C)cn2)Oc2ncc(C#Cc3ccccc3)cc2C1=O	?
CCO[C@H]1OC(C(=O)NC2CC2)=C[C@@H](c2ccc(Br)cc2)[C@@H]1CCCO	0
Cc1noc(C)c1NC(=O)N(C)C[C@@H]1Oc2ncc(/C=C/c3ccccc3)cc2C(=O)N([C@H](C)CO)C[C@H]1C	4
C[C@@H](O)C#Cc1cnc2c(c1)C(=O)N([C@@H](C)CO)C[C@H](C)[C@H](CN(C)Cc1cccc(F)c1)O2	-2
CC(=O)Nc1sc2c(c1C(=O)O)CCc1ccccc1-2	-6
COc1ccc(CN(C)C[C@H]2OCCCC[C@H](C)Oc3ccc(NS(=O)(=O)c4ccc(OC)cc4)cc3C(=O)N([C@H](C)CO)C[C@@H]2C)cc1	2
Cc1noc(C)c1S(=O)(=O)Nc1ccc2c(c1)CC(=O)N([C@H](C)CO)C[C@@H](C)[C@H](CN(C)S(=O)(=O)c1cn(C)cn1)O2	9
C[C@@H]1CN([C@@H](C)CO)S(=O)(=O)c2ccc(C#CCN(C)C)cc2O[C@@H]1CN(C)C(=O)CN(C)C	-11
Cc1ccc(S(=O)(=O)Nc2cccc3c2O[C@@H](CN(C)S(=O)(=O)c2cn(C)cn2)[C@@H](C)CN([C@@H](C)CO)C3=O)cc1	4
C[C@@H]1CN([C@@H](C)CO)S(=O)(=O)c2ccc(-c3ccccc3F)cc2O[C@H]1CN(C)Cc1cncnc1	0
COCC(=O)N(C)C[C@@H]1Oc2ncc(C#Cc3cccnc3)cc2C(=O)N([C@@H](C)CO)C[C@@H]1C	3
CCCNC(=O)N(C)C[C@@H]1Oc2cc(-c3cccnc3)ccc2S(=O)(=O)N([C@H](C)CO)C[C@H]1C	-2
CNC[C@@H]1Oc2cc(-c3ccccc3F)ccc2S(=O)(=O)N([C@H](C)CO)C[C@H]1C	27
Cc1noc(C)c1S(=O)(=O)Nc1ccc2c(c1)C(=O)N([C@H](C)CO)C[C@H](C)[C@@H](CN(C)C(=O)Cc1ccccc1)OCCCC[C@H](C)O2	20
O=C(NO)c1cccc(C(=O)N/N=C/c2c(F)c(F)c(F)c(F)c2F)c1	-1
C[C@@H]1CN([C@@H](C)CO)C(=O)c2cc(NC(=O)Nc3ccc(F)cc3)ccc2O[C@@H]1CN(C)C	-4
COc1ccc(CNC(=O)C[C@H]2C[C@H]3c4cc(NC(=O)C5CCC5)ccc4O[C@H]3[C@H](CO)O2)cc1	-48
O=C(O)C1=C[C@H](c2ccc3c(c2)OCO3)C[C@H](OCc2ccc(CO)cc2)O1	-2&-5
CC1(C)CC[C@@]2(C(=O)O)C(C1)C1=CCC3[C@@]4(C)CC[C@H](O[C@@H]5O[C@H](C(=O)O)[C@@H](O[C@@H]6OC[C@@H](O)[C@H](O)[C@H]6O)[C@H](O)[C@H]5O)C(C)(C)C4CC[C@@]3(C)[C@]1(C)C[C@H]2O (stereo partly specified)	0
C[C@@H]1CN([C@H](C)CO)C(=O)Cc2cc(NC(=O)Cc3cn(C)c4ccccc34)ccc2O[C@@H]1CN(C)Cc1ccc(Cl)c(Cl)c1	-1
Cc1ccccc1S(=O)(=O)N(C)C[C@H]1OCc2ccccc2-c2ccccc2C(=O)N([C@H](C)CO)C[C@@H]1C	-6
C[C@H]1CN([C@@H](C)CO)C(=O)c2cccc(NC(=O)c3ccc(-c4nccs4)cc3)c2O[C@@H]1CN(C)CC1CCCCC1	3
O=C1O[C@H](c2ccccc2)[C@H](c2ccccc2)N2[C@H]1[C@@H](C(=O)O)[C@]1(C(=O)Nc3ccc(C#CC4(O)CCCCCC4)cc31)[C@H]2c1ccc(OCCO)cc1	-25
CC(C)CC#Cc1ccc2c(c1)O[C@@H](CN(C)Cc1ccccn1)[C@@H](C)CN([C@H](C)CO)S2(=O)=O	-4
C[C@H](CO)N1C[C@H](C)[C@H](CN(C)S(=O)(=O)c2ccccc2)OCCCC[C@H](C)Oc2ccc(NC(=O)Nc3ccc4c(c3)OCO4)cc2C1=O	-2
C[C@@H]1CN([C@@H](C)CO)C(=O)c2cc(-c3cncnc3)cnc2O[C@@H]1CN(C)C(=O)c1ccccc1F	-2
O=C(CCCC(=O)Nc1ccccc1)Nc1ccccc1	-9
CCC(=O)N(C)C[C@@H]1Oc2cc(Br)ccc2S(=O)(=O)N([C@H](C)CO)C[C@H]1C	2

3 records drawn at random from the list so far, as already listed:
SMILES	NSD2 inh
COc1ccccc1NC(=O)N[C@H]1CC[C@H](CC(=O)NCc2ccc(Cl)c(Cl)c2)O[C@@H]1CO	4
COc1cc(/C=N/NC(=O)c2cccc(C(=O)NO)c2)c(Br)cc1O	1
CN(C)C(=O)C[C@@H]1C[C@H]2c3cc(NC(=O)c4ccc5c(c4)OCO5)ccc3O[C@H]2[C@H](CO)O1	-2

Not all compounds are listed. The share of hits here may be higher or lower than overall.
